KDM5B inh: Primary screen for KDM5B Histone Demethylases FDH-coupled qHTS. KDM5B demethylase, FDH-coupled NADH fluorescence (FDH is formaldehyde dehydrogenase). Lysine-specific demethylase 5B (Homo sapiens), Q9UGL1. Potency, µM (highest dose often 57.7 µM), inactives show top-dose activity change, negative = inhibition, hits mostly inhibitors. AID 1347165, 2019. hit rate 2.6% among 220,000; active = well fitted inhibition curve with a large enough effect; inconclusive = small, poorly fitted or top-dose-only effect; inactive = no such curve, though single readings can be large or run the other way; also: 0% is about no effect; nearly all actives have a fitted effect of over 70% in size
Target sequence (Q9UGL1 whole entry, looked up): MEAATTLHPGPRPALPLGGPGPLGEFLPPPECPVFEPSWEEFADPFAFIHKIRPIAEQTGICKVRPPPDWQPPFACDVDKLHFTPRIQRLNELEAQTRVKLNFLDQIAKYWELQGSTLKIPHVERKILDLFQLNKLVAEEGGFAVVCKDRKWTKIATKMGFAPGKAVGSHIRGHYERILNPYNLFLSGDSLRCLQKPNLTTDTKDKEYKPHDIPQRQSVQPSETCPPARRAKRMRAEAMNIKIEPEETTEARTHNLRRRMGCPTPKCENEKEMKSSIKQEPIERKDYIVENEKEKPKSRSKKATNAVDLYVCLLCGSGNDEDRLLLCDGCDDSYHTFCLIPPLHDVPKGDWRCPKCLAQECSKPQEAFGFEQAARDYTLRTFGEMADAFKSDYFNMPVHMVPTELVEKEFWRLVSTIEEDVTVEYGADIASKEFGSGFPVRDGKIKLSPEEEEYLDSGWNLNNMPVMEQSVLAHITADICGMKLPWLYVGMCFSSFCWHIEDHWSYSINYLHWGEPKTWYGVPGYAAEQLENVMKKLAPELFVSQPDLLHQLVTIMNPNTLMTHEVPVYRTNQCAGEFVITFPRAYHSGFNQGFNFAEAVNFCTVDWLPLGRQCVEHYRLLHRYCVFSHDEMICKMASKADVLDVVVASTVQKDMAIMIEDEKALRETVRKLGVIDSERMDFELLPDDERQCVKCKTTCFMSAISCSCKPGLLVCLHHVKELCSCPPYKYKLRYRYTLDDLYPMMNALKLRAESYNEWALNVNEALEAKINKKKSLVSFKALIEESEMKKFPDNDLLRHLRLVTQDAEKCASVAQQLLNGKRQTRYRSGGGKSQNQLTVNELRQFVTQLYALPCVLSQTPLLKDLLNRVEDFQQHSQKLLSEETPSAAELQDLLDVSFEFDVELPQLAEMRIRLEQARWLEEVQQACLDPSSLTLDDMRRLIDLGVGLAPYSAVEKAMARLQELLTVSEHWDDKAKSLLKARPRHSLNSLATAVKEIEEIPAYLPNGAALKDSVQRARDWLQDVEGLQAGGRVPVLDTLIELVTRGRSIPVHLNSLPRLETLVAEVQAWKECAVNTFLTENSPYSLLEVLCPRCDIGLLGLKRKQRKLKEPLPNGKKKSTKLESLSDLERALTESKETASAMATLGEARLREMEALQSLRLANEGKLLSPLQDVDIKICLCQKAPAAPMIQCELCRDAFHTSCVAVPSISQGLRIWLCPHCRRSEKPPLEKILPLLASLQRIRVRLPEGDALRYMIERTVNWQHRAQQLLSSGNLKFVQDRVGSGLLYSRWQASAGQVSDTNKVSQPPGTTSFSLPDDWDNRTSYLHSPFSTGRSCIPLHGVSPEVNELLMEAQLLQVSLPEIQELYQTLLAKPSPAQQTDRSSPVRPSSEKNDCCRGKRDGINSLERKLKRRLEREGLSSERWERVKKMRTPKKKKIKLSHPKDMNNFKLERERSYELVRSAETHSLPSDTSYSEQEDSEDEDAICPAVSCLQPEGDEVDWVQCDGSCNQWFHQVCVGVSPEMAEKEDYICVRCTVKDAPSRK
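Inhibition is measured as reduced NADH fluorescence generation from FDH coupling to formaldehyde release. Truncated KDM5BΔAP at 200 nM final acts on H3K4me3 peptide (12.5 µM in substrate mix) in pH 7.5 HEPES buffer with Tween-20, 30 min, room temperature.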
An asterisk follows results filed as active; i = inactive; ? = inconclusive; [ ] = another dose, or the depositor's remark. Potency is read from the fitted curve at half-maximal effect.

SMILES	KDM5B inh
CC(C)N(C(=O)Cn1cnc2c1c(=O)n(C)c(=O)n2C)c1ccccc1	-0.2%
CCCNC(=O)C(NC(=O)c1ccc(OC)cc1)C1CCN(C(=O)COC)CC1 (centres undefined)	12.7%
CC(=O)CCn1cc([N+](=O)[O-])nc1C	17.1%
CCOc1ccccc1NC(=O)N1C[C@@H](F)C[C@H]1C(=O)N1CCCCC1	-13.6%
CC(C)CNC(=O)C1Cn2cccc2C(=O)N1CC(C)C (centres undefined)	7.4%
Cc1nn2cnnc2c(C)c1Cc1c(F)cccc1Cl	15.8%
CCCN(CCC)C(=O)C1COC2(CCC(C)CC2)N1C(=O)c1ccc(F)cc1 (centres undefined)	4.2%
CN(C)c1ccc(/C=C(\NC(=O)c2ccccc2)C(=O)NCc2ccncc2)cc1	-5.0%
CN(C)c1nc2c(c(=O)[nH]1)CCN(Cc1ccc(C(F)(F)F)cc1)CC2	15.2%
COc1ccc(CCNC(=O)CN(c2ccccc2)S(=O)(=O)N(C)C)cc1	-8.7%
CCN(CC)CCNC(=O)CS(=O)(=O)Cc1nc(-c2ccccc2C)oc1C	5.3%
O=C(Nc1cccc([N+](=O)[O-])c1)NC1CCS(=O)(=O)C1 (centres undefined)	-10.8%

Arranged by SMILES length (falling): part of the list above
SMILES	KDM5B inh
CN(C)c1nc2c(c(=O)[nH]1)CCN(Cc1ccc(C(F)(F)F)cc1)CC2	15.2%
CCOc1ccccc1NC(=O)N1C[C@@H](F)C[C@H]1C(=O)N1CCCCC1	-13.6%
CCCNC(=O)C(NC(=O)c1ccc(OC)cc1)C1CCN(C(=O)COC)CC1 (centres undefined)	12.7%
CC(C)N(C(=O)Cn1cnc2c1c(=O)n(C)c(=O)n2C)c1ccccc1	-0.2%
COc1ccc(CCNC(=O)CN(c2ccccc2)S(=O)(=O)N(C)C)cc1	-8.7%
CC(C)CNC(=O)C1Cn2cccc2C(=O)N1CC(C)C (centres undefined)	7.4%

More results follow:
SMILES	KDM5B inh
CCc1ccc(NC(=O)CSc2nnnn2-c2cccnc2)cc1	-6.8%
CCOCCN1C[C@]23C=C[C@H](O2)C(C(=O)N2CCC(F)(F)CC2)C3C1=O (some centres undefined)	-16.6%
Cc1nn(-c2ccccc2)nc1C(=O)N[C@H](C)c1onc(C)c1C(=O)O	31.6µM*
N#Cc1nc(-c2ccco2)oc1NCc1ccc(F)cc1	?
Clc1ccc(-c2csc(=Nc3ccccc3)n2Cc2ccc3c(c2)OCO3)cc1	?
CN1CC(=O)N(C2CCNCC2)Cc2c1ncnc2N1CCCC1CO (centres undefined)	0.1%[115 µM]
Cc1ccc(Cn2nc(C)c3cc(C(=O)N4CCN(C(=O)CN5CCOCC5)CC4)sc32)cc1	-2.7%
Cc1ccccc1Cn1cnc(NC(=O)c2cc(S(=O)(=O)N3CCCC3)c(Cl)cc2Cl)n1	1.9%
O=C(Nc1ccc2oc(-c3cccc(F)c3)nc2c1)c1ccc2ccccc2c1	-11.9%[11.5 µM]
O=C(NCCn1cccn1)C1CCC(=O)N(CC2CCCCC2)C1 (centres undefined)	3.6%
Cc1cc2oc(C(=O)NCC(c3cccs3)N3CCOCC3)cc(=O)c2cc1Cl (centres undefined)	-12.4%
Cc1cccc(Cn2c(=O)n(CCCC(=O)NCc3ccccc3Cl)c(=O)c3ccccc32)c1	-41.9%

In a second layout: five of the compounds above.
Compound,KDM5B inh
CCc1ccc(NC(=O)CSc2nnnn2-c2cccnc2)cc1,-6.8%
CCOCCN1C[C@]23C=C[C@H](O2)C(C(=O)N2CCC(F)(F)CC2)C3C1=O (some centres undefined),-16.6%
Cc1nn(-c2ccccc2)nc1C(=O)N[C@H](C)c1onc(C)c1C(=O)O,31.6µM*
N#Cc1nc(-c2ccco2)oc1NCc1ccc(F)cc1,?
Clc1ccc(-c2csc(=Nc3ccccc3)n2Cc2ccc3c(c2)OCO3)cc1,?

The list continues:
SMILES	KDM5B inh
COCCc1nncn1C1CCN(C(=O)c2ccc(C(F)(F)F)cc2)CC1	13.6%
CC(=O)Nc1sc(N/N=C/c2ccc(C)cc2)nc1-c1ccc(C)cc1	-22.1%
O=C(Cn1nc(-c2ccccc2)c2ccccc2c1=O)Nc1cccc(C(F)(F)F)c1	-8.3%
COC(=O)Nc1c(C)cccc1C(C)C	25.3%
C/C(=N/Nc1cc(C)c2ccccc2n1)c1cccs1	?
COc1cccc(C(=O)NC2CCN(c3cc(-c4cccs4)[nH]n3)CC2)c1OC	-29.6%
CS(=O)(=O)N1CCC(Nc2nc3ccccc3o2)CC1	3.4%
CCCCN1C(=O)CC[C@H]2CN(C(=O)c3ccccc3Cl)CC[C@H]21	-8.9%
COc1ccc(C2CC(=O)c3c([nH]c(C(=O)OCCOc4ccccc4)c3C)C2)cc1OC (centres undefined)	8.1%
O=C(Cc1ccccn1)N1CCCN(c2nc3ncccc3o2)CC1	7.9%
COC[C@H]1CCCN1C(=O)[C@@H](C)C1CC[C@@]2(C)CC[C@H](NC(=O)c3ccccn3)[C@@H](C)[C@@H]2[C@H]1O (some centres undefined)	-6.2%
CC(=O)Nc1ccc(NC(=O)CC2C(=O)N(C3CCCCC3)c3nc4ccccc4n32)cc1 (centres undefined)	-1.5%
Cc1ccc(C(=O)N2C[C@@H](CO)[C@H](c3ccccn3)C2)cc1C	4.6%
O=C(NC12CC3CC(CC(C3)C1)C2)c1ccc2c(c1)CCC2	0.8%
CCN(CC)C(=O)C1CCCN(c2ncnc3c2c(-c2ccccc2)cn3-c2cccc(C)c2)C1 (centres undefined)	?
COc1ccc(-n2nc3n(c2=O)CCN(C(=O)c2ccccc2F)C3)cc1	21.7%[115 µM]
CCOc1ccc(CCNC(=O)c2ccc(Nc3nc4ccccc4n4nnnc34)cc2)cc1OCC	-25.4%
O=C1Nc2ccccc2CC12CCN([S+](=O)([O-])c1cccc(C(F)(F)F)c1)CC2	-6.4%
CC1(C)C(=O)N(Cc2ccccc2)[C@H]2CN(CC3CCOCC3)C[C@@H]2[S+]1(=O)[O-]	-9.7%[86.2 µM]
O=C1c2cnc(-c3ccccc3OCc3ccccc3)nc2OCCN1CC1CC1	31.6µM*
Cc1ccc(C)c(Nc2ncnc3onc(C)c23)c1	2.4%
Cc1ccc2c(c1)N1C(=O)OC[C@@H]1CCN(Cc1ccccn1)C2	-19.7%[86.2 µM]
Cc1noc(C)c1-c1cc2c(cc(C)n2CCN(C)C)c(-c2ccsc2)n1	31.6µM*
C[C@]1(O)CCN(C(=O)c2cnc(C3CC3)nc2)C[C@@H]1O	11.2%
NC(=O)C1(N)CCOCC1	12.0%
COc1ccc(C2NC(=O)NC(C)=C2C(=O)Nc2ccccc2)cc1OC (centres undefined)	-13.1%
Cc1ccc(S(=O)(=O)NC[C@H]2O[C@@H](CO)[C@@H](O)[C@H]2N2CCN(c3ccccn3)CC2)cc1	?
O=C(N[C@H]1CO[C@H]2[C@@H]1OC[C@@H]2Nc1nccc(C2CCCC2)n1)c1ccccc1	-18.2%[86.2 µM]
COc1ccc(C(C)=O)cc1CO/N=C/c1ccc(Cl)cc1Cl	3.0%
CN(C)c1cccc(C(=O)N[C@@H]2COCC[C@H]2Oc2ccc(CO)cc2)c1	?
C=CCn1nc(C)c(CN2CCC(Oc3ccccc3OC)(C(=O)O)CC2)c1C	-25.9%
COCCNC(=O)CC[C@]12CC[C@](C)(O)C[C@H]1C(C)(C)C[C@@H]2NC1CCN(C(C)=O)CC1	-14.5%
O=C(O)CCC(=O)N1Cc2ccccc2CC2(CCCN2CC2CCNC2)C1 (centres undefined)	?
COc1cc(OC)c(NC(=O)N2CCC3(CC2)N=C(c2cccc(F)c2)C(=O)N3)cc1Cl	-2.5%
O=C(c1ccc2c(c1)OCO2)N1CCCN(c2cc(-c3ccc(F)cc3)[nH]n2)CC1	15.2%
c1cc2nc(C3CCNC3)[nH]c2cn1 (centres undefined)	?
COc1ccc(NC(=O)CN2C(=O)NC(c3ccc(Cl)cc3)C3=C2COC3=O)c(OC)c1 (centres undefined)	13.8%
CN(Cc1cccnc1)Cc1nc(C2(O)CCN(C3CCCC3)CC2)cs1	-17.9%[86.2 µM]
CCCc1cc(CN(C)C(=O)CC2C(=O)NCCN2CCCc2ccccc2)[nH]n1 (centres undefined)	?
COC(=O)c1ccccc1NS(=O)(=O)c1ccc2c(c1)CCCN2C(C)=O	-19.3%
COc1ccc(Cn2c(C3CCN(C(=O)c4cc(Cl)ccc4F)CC3)n[nH]c2=O)cc1	-14.0%
CN(Cc1ccc(Br)cc1)c1cc(C(=O)N2CCOCC2)c2ccccc2n1	?
COC(=O)c1ccc(COC(=O)c2ccc(C(=O)OCc3ccc(C(=O)OC)o3)cc2)o1	2.6%
CN1CCC2(CCC1=O)CN(S(=O)(=O)c1cn(C)cn1)CCN2C (centres undefined)	-35.2%
NCC1CCCN(Cc2ccc(-c3nc(-c4ccncc4)cc(=O)[nH]3)cc2)C1 (centres undefined)	6.2%
CCCc1cc(=O)oc2cc(OCC(=O)NCCCn3ccnc3)c(Cl)cc12	-26.4%
O=C(COC(=O)CCCc1nc2ccccc2s1)NCc1ccccc1Cl	4.2%
COc1ccc(CN2CC(N(C)c3ccccc3C)C2)cc1	13.6%[149 µM]
Cc1ccc(-c2nn(CCC(=O)NN3CCOCC3)c(=O)c3ccccc23)cc1	25.6%
COc1ccc(CN2CCCC(c3cc(=O)[nH]c(C)n3)C2)c(OC)c1C (centres undefined)	-11.2%
CN(Cc1cccs1)C(=O)C1CCC1	7.7%
COc1cc(CNC(=O)C2Cn3cccc3C(=O)N2Cc2cccnc2)cc(OC)c1 (centres undefined)	-10.6%
Cc1ccc(NC(=O)NCc2c(-n3cccc3)sc3c2CCCC3)c(Cl)c1	-10.9%
COc1ccc(C2C(C(=O)Nc3ccccc3)=C(C)Nc3nc(-c4ccccc4)nn32)c(OC)c1 (centres undefined)	-31.9%
Cc1cc(C)cc(OCC(C)CN2CCC(C(O)(c3ccccc3)c3ccccc3)CC2)c1 (centres undefined)	2.4%
COc1ccc(NC(=O)N2CCCC(c3noc(COc4ccccc4F)n3)C2)c(C)c1 (centres undefined)	15.3%
O=C(CC1CCCC1)N1CCC(c2noc(-c3ccncc3)n2)C1 (centres undefined)	2.6%
CN(C)c1ccc(-c2nnc([C@H]3CCN(C(=O)c4ccccn4)C3)o2)cc1	?
CCc1ccc(-c2nc(SCC(=O)NCC3CCCO3)c(-c3ccc(C)cc3)[nH]2)cc1 (centres undefined)	14.2%
COc1ccc(NC(=O)c2cnc(N3CCOCC3)c3ccccc23)cc1OC	?

Next structures.
SMILES	KDM5B inh
CCOc1ccccc1NS(=O)(=O)c1cc(-c2cnc(C)o2)ccc1C	7.0%
Cc1cccc(S(=O)(=O)c2cn(C)c3cc(N4CCC(C)CC4)c(F)cc3c2=O)c1	2.3%
Cc1ccc(-n2ncc3c(Nc4ccc5c(c4)OCCO5)ncnc32)cc1C	?
Cc1ccccc1C(=O)N1CC[C@](O)(c2ccccc2)[C@H](N(C)C)C1	-20.7%
Cc1ccccc1-c1onc(C)c1C(=O)NCc1ccc(F)cc1F	2.7%
O=C1NCCCCCCN(C(=O)c2cccnc2)[C@H]2C[C@H](c3nc(Cc4ccccc4)no3)C[C@@H]12	11.2%
Cc1c(C(=O)NC(C)c2ccccc2)sc2nc3n(c(=O)c12)CCCC3 (centres undefined)	-15.8%
Cc1cc2oc(=O)cc(CN3CCCCC3C)c2cc1C(C)C (centres undefined)	?
CCOc1ccc(CN2CCC3(CC2)CC(O)CCO3)cc1 (centres undefined)	-2.2%
Cc1ccncc1C(=O)N1CCC(Cn2c(C)cnc2-c2cccnc2)CC1	-18.9%
COc1cc(F)ccc1-c1cc2c(ccn2C)c(C(=O)NCCc2cnc[nH]2)n1	i
CN(Cc1nc2ccsc2c(=O)[nH]1)C(=O)c1cnn(-c2ccccc2)c1	9.5%
Cc1cc(C)cc(OC(C)C(=O)Nc2cccc3cccnc23)c1 (centres undefined)	-6.5%
CCOc1ccccc1NC(=O)Cc1nn(C)c(=O)c2ccccc12	17.2%
Oc1ccccc1CN1CCC(O)(c2csc(CN3CCN(c4ccccn4)CC3)n2)CC1	-9.2%
CN(C)C[C@@H]1CN(c2ccncn2)C[C@H]1NC(=O)c1ccc(C#N)cc1	-21.4%
N#C/C(=C\c1cc(Br)c(I)o1)c1nc2ccccc2[nH]1	?
Cc1oc(-c2nc(C#N)c(NC3CC3)o2)cc1S(=O)(=O)N(C)c1ccccc1	-7.5%
CCOc1ccc(NC(=O)COc2ccc(C(C)C)cc2)c2cccnc12	-28.3%
COc1ccc(N2C(=O)CCS2(=O)=O)cc1S(=O)(=O)N(C)CCc1ccncc1	-11.2%
COc1ccc(CN2C[C@H]3CN(Cc4ccc(OC(F)(F)F)cc4)CCN3C2=O)cc1	8.1%
CC(C)C(=O)N(Cc1ccccn1)C1CC1	6.7%
O=C(O)CCC1CCN(S(=O)(=O)c2ccccc2F)CC1	-11.2%
CN1c2cc(C(=O)Nc3ccc(Cl)cc3)ccc2C(=O)N2CCCCC21 (centres undefined)	?
CC1=C(C(=O)Nc2ccc(C)cc2C)C(c2cccs2)n2nc(SCc3cccc(C)c3)nc2N1 (centres undefined)	?
CC(=O)c1cc(-c2ccc(F)cc2)n(CCC(=O)NCc2ccc(C)cc2)c1C	?

Bioassay records as filed in PubChem.

Not all compounds are listed. The share of hits here may be higher or lower than overall.
